Pemphigus Ab inh = human desmoglein-3 autoantibody binding inhibition; P32926; DSG3-coupled beads, scFv-anti-DSG3-GFP binding, flow cytometry; stronger effect = lower value; binding (percent of control), % at 10 µM; 310,000 compounds, 0.48% hits;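 active = binding more than 3 SD below its plate's average and above zero; inconclusive = below that plate limit but binding exactly zero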;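 also: hits lower antibody fragment binding to DSG3; some compounds called inactive have numbers as strong as hits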
Target sequence (P32926 whole entry, looked up, the tested form may be a part): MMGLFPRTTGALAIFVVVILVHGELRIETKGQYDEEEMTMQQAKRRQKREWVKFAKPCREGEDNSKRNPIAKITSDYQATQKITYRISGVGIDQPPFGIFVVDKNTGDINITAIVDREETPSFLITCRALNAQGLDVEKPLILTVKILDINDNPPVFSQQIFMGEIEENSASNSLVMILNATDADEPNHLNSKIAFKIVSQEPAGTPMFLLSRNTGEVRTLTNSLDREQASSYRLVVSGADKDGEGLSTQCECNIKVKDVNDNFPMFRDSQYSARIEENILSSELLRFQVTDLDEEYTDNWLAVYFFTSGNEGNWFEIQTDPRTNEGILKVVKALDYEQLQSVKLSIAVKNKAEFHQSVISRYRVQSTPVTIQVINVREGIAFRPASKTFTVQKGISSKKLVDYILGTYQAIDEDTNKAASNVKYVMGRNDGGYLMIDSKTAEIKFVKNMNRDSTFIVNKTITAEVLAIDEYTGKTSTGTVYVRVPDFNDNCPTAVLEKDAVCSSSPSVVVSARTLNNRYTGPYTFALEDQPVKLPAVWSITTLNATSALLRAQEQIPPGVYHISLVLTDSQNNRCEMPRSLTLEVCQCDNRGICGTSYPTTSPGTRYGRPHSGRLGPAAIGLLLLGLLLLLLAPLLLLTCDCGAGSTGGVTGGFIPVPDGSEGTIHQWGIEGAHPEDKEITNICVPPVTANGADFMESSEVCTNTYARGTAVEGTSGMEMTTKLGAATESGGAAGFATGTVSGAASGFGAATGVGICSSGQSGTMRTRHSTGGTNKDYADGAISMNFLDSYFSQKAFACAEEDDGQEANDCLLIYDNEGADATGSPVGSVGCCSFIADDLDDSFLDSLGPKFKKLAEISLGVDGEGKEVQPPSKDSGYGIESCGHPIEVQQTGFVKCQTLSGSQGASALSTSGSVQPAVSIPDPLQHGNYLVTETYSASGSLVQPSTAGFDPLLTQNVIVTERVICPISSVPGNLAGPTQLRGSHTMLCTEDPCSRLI
V-ATPase pHluor = regulators of yeast V-ATPase proton transport | S. cerevisiae, pHLuorin cytosolic pH fluorescence | response, % at 10 µM | 350,000 compounds, 0.37% hits | AID 504577; in the data active = response mostly above about 7.3%, no sharp cut-off; inactive = mostly below about 5.4%; also: actives read high; inactives centre near 0; some compounds called inactive have numbers as strong as hits; reference of the scale not given here
RTF Ca sens inh = cardiac RTF calcium desensitization. AID 493244. inhibition, % at 7.15 µM. IANBD-labeled cardiac RTF, Ca2+ fluorescence. P19429+P45379. 340,000 compounds, 0.12% hits;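 active = inhibition above the mean inhibition of all tested compounds plus 3 SD, cut at about 17% in these data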;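 also: assay run at fixed EC70 calcium of 1.6 mM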
cardiac RTF act = increases calcium sensitivity of human cardiac regulated thin filaments; P19429+P45379; IANBD-labeled TnC RTF fluorescence at EC20 calcium; 0% EC20 calcium, 100% full calcium; activation, % at 7.2 µM; 340,000 compounds, 0.24% hits; AID 493008;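 active = activation above the mean over all tested compounds plus 3 SD, cut at about 30% in these data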;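 also: rise in fluorescence read as greater calcium sensitivity of cardiac thin filaments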
OPRM1-OPRD1 inv = mu-delta opioid heterodimer inverse agonism; inhibition, % at 9.3 µM; P35372+P41143; AID 504357; 340,000 compounds, 0.21% hits; cell-based MOR-DOR heterodimer luminescence; in the data active = inhibition above about 22%, passing the limit was not always enough;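 also: 0% = cells with DMSO and 100% = wells without cells with DMSO; values of inactives mirror those of a sister screen read the other way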
Keap1-Nrf2 PPI = disrupts human Keap1 binding to Nrf2 peptide | Q14145 | AID 504523 | inhibition, % at 9.4 µM | Keap1 Kelch-Nrf2 peptide fluorescence polarization, 1536-well | 340,000 compounds, 0.15% hits; in the data active = inhibition above about 12%; inconclusive = no clear call, values can overlap the other calls; inactive = below about 7.3%;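 also: human Keap1 Kelch domain with fluorescein labeled Nrf2 9mer peptide probe; 0% = neutral control wells and 100% = peptide positive control; higher means more block of Keap1 binding to Nrf2 peptide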
Arr AP2 block = inhibitors of human beta-arrestin and AP2 interaction. 340,000 compounds, 0.31% hits. inhibition, % at 10 µM. FITC-arrestin peptide / GST-AP2 beads, flow cytometry; AP2 beta2 appendage carries R879A mutation. AID 504490;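 active = inhibition above a set limit, near 3 SD of compounds lacking own fluorescence, cut at about 54% in these data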;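 also: plate controls were DMSO wells for no effect and 5 µM unlabelled arrestin peptide for full effect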
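Measured by: flow cytometry, FL1 (488/535 nm); Material: AP2 appendage R879A on GSH beads; Evaluation: percent response; Timing: pre-incubation 12 min, peptide binding 1 h, room temperature; Also added: 50 nM FITC-arrestin peptide; Medium: PBS with 0.05% Tween 20 and 0.1% BSA.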
Wnt act = activates Wnt/beta-catenin signaling in a reporter cell assay; activator, plate reader; activation, % at 9.35 µM; 300,000 compounds, 1.2% hits; AID 743398; in the data active = activation above about 30%, passing the limit was not always enough; inconclusive = no clear call, values can overlap the other calls;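 also: 0% = neutral control wells and 100% = positive control wells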
LANA DNA inh = KSHV C-LANA DNA binding inhibition; inhibition, % at 9 µM; 340,000 compounds, 0.078% hits; AID 504423; MBP-C-LANA/FAM-LBS DNA binding, fluorescence polarization;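 active = highest replicate inhibition at or above 60% at 9 µM, even if other replicates fall short; inactive = all replicates below 60% inhibition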;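 also: 0% = neutral control wells and 100% = 4 µM acridine orange control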
OPRM1-OPRD1 ag = OPRM1-OPRD1 heterodimerization agonism. activation, % at 9.3 µM. 340,000 compounds, 0.3% hits. P35372+P41143. cells, luminescence; in the data active = activation above about 18%;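 also: 0% = vehicle-treated cells and 100% = reference agonist; values of inactives mirror those of a sister screen read the other way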
* hit, by the source's call; ? = inconclusive; nt = not tested or not shown; & = joins results of further samples.

SMILES	Pemphigus Ab inh	V-ATPase pHluor	RTF Ca sens inh	cardiac RTF act	OPRM1-OPRD1 inv	Keap1-Nrf2 PPI	Arr AP2 block	Wnt act	LANA DNA inh	OPRM1-OPRD1 ag
CCCCc1nnc(NC(=O)CSc2nc(=O)cc(N)n2-c2cccc(C)c2)s1	102	-5	-4	3	6	2	31	-1	2.8	-1.2
Cc1ccc(S(=O)(=O)N2CCN(c3ccc([N+](=O)[O-])cn3)CC2)cc1	nt	0	1	5	5	0	-6	-2	-1.7	-1.1
CS(=O)(=O)c1cccc(C(=O)OCCCC(=O)c2ccccc2)c1	101	-4	-8	-1	7	-1	16	-1	-0.3	-1.8
CCC(C)(C)NC(=O)C(c1ccccc1Cl)N(C(=O)CCC(=O)Nc1cc(C)on1)c1ccc(NC(C)=O)cc1 (centres undefined)	nt	-3	6	0	1	0	15	-1	-1.1	-0.2
Cc1ccc(Cl)cc1NC(=O)COC(=O)CC1CC2CCC1C2 (centres undefined)	103	1	-3	7	-39	-4	-4	-6	-1.1	6.5
Cc1[nH]nc(NNC(=O)c2ccccc2)c1[N+](=O)[O-]	101	-2	nt	nt	nt	0	-1	-7	0.0	nt
CCOc1ccc(C(=O)Cc2ccccc2)cc1	nt	-2	-5	0	9	-2	15	18	-0.7	-1.8
CC(C)Sc1nnc(Nc2ccccc2)s1	nt	2	-4	2	-10	-3	-12	-3	-0.2	2.3
O=S(=O)(c1cccc(-c2n[nH]c(=S)n2-c2ccc(OC(F)(F)F)cc2)c1)N1CCOCC1	108	0	-6	-1	-8	-5	-24	1	4.4	2.1
CC1=Nc2ccc(C)c3nc(C)cc(c23)N1c1ccc(C)cc1	105	-1	-20	0	3	6	12	-2	-0.6	-0.8
C/C(=N/NC(=O)CNC(=O)c1ccco1)c1ccco1	93	-5	-2	-1	15	3	12	-1	-0.9	-2.9
CCC(C(=O)OCC(=O)NC(=O)NC(C)(C)C)c1ccccc1 (centres undefined)	97	-3	-10	2	-58	7	-12	-1	0.0	11
O=C(c1ccco1)N(CCC(c1ccccc1)c1ccco1)Cc1ccccc1 (centres undefined)	88	-3	10	-6	14	-7	3	nt	-0.5	-2.7
O=C(CN(Cc1ccc(F)cc1)C(=O)c1csnn1)NCc1ccc2c(c1)OCO2	nt	7	-8	-3	-5	-7	2	2	-0.8	0.8
Cc1ccc(NS(=O)(=O)c2ccc(/C=C/C(=O)O)cc2)cc1Cl	104	1	21*	-1	4	1	-14	10	0.7	-0.7
CCOC(=O)c1ccc(S(=O)(=O)N2CCN(C(=O)c3nn(C)c(=O)c4ccccc34)CC2)cc1	103	-1	3	2	9	3	35	1	-1.3	-1.7
CCc1ccc2[nH]c(=O)c(C(c3nnnn3CC3CCCO3)N3CCCc4ccccc43)cc2c1 (centres undefined)	nt	-2	-9	-2	3	-2	-6	2	0.3	-0.6
Oc1c(Br)cc(/C=N/NC(=S)NCC2CCCO2)cc1Br (centres undefined)	112	-1	-8	1	18	-5	0	2	-0.1	-3.5
Cc1ccc2cc3c(=O)n(C)cc(C=O)c3nc2c1	99	-4	-10	-1	16	1	8	3	0.0	-3.0
CCOC(=O)C1CCCN(C(=O)c2ccc3c(c2)OCO3)C1 (centres undefined)	nt	-4	4	-1	-5	-7	19	0	-3.1	0.8
O=C(CCn1cccc1)Nc1nccs1	108	0	-3	4	22	-1	2	nt	3.0	-3.9
CCOc1ccc(OCCSc2nc3ccccc3[nH]2)cc1	116	1	-3	-13	-6	1	-4	0&5	2.5	0.9
Cc1onc(-c2ccccc2Cl)c1C(=O)NCCN1Cc2ccccc2C1=O	98	-3	-2	-4	-12	-3	2	nt	1.7	1.9
COc1ccc(C(=O)CSc2nc(=O)n(Cc3cccnc3)c3c2CCC3)cc1	111	9	8	3	14	-6	13	1	1.0	-2.6
Cc1cccc(NC(=S)N(CCCN2CCOCC2)C(C)c2cc3ccccc3o2)c1C (centres undefined)	94	0	-13	5	-9	0	6	0	-1.5	1.8
O=C(CCNS(=O)(=O)c1ccccc1)N1CCCC1	104	0	6	-5	16	-3	-2	0	0.0	-2.4
CCCCN(CCCC)C(=O)C1CC=CCC1C(=O)O (centres undefined)	98	0	-4	-7	18	0	14	0	0.7	-3.5
COc1ccc(Cc2noc(CN(C)CC(O)c3ccccc3)n2)cc1OC (centres undefined)	100	-1	9	1	4	1	0	2	0.3	-0.6
O=C1CC(N2CCN(S(=O)(=O)c3ccc(Cl)cc3)CC2)C(=O)N1CCc1ccccc1 (centres undefined)	106	4	0	3	10	-4	35	nt	-0.6	-1.7
CCCn1c(SCC(=O)Nc2nc(C)cs2)nnc1-c1cccnc1	99	3	2	-3	-1	5	-18	nt	0.3	0.2
O=C(Nc1cccc(Cl)c1)c1ccc(Cn2cc(Cl)cn2)cc1	102	-1	-2	0	7	-3	21	nt	-0.7	-1.5
COc1ccccc1C1NC(=O)NC(C)=C1C(=O)OC1CCCCC1 (centres undefined)	97	-3	1	-6	13	0	8	-2	-1.7	-2.2
CN(C(=O)c1ccc(NC(=O)Cc2ccc(NC(=O)C3CCCN(C(=O)c4ccccc4)C3)cc2)cc1)C1CCCC1 (centres undefined)	99	-1	-3	-4	2	-4	25	-3	1.2	-0.5
Clc1ccc(-c2cn3c(n2)CCC3)cc1	nt	1	-1	1	8	-9	1	nt	1.9	-1.9
Cc1cc(Oc2ccc(=O)n(C)n2)nc(SCC(N)=O)n1	nt	-1	-2	0	7	-5	13	-1	-0.4	-1.4
COC(=O)CCc1c(C)c(C(=O)c2ccco2)c2ccccn12	96	0	-8	2	4	-5	3	nt	0.5	-0.6
c1coc(CNc2nc3ccccc3n2CCN2CCOCC2)c1	105	-1	-3	1	nt	-3	3	-4	3.9	nt
CC(C)CNC(=O)/C=C/C=C/c1ccc2c(c1)OCO2	99	-3	-2	4	13	-1	17	0	0.7	-2.3
CCCNC(=O)N1CCN(S(=O)(=O)c2ccc(C)c(C)c2)CC1	105	-2	-2	-4	10	0	-4	nt	0.6	-1.9
Cc1ccccc1NS(=O)(=O)c1csc(C(N)=O)c1	98	3	-6	5	9	1	-3	1	-0.5	-1.8
COc1ccc(C(C(=O)NC2CCCC2)N(Cc2ccccc2)C(=O)c2nsc(Cl)c2Cl)cc1 (centres undefined)	90	0	-1	-2	12	-1	33	-2	-0.1	-2.1
CC(=O)Nc1ccc(NC(=O)C2CCCN2C(=O)Nc2cccc(F)c2)cc1 (centres undefined)	100	-5	-3	-4	0	-2	5	1	0.0	-0.1
COc1ccc(C(=O)Nc2ccccc2N2CCOCC2)cc1Br	103	-1	-3	10	18	-6	0	nt	0.6	-3.0
N#Cc1c(Nc2ccccc2)c(/C=N/NCCO)c[nH]c1=O	103	0	2	1	13	0	31	-1	1.2	-2.5
CCOc1cc(N2CCOCC2)c(OCC)cc1NC(=O)Cn1nc(C)c([N+](=O)[O-])c1C	92	-4	-6	-6	10	-4	-4	2	-0.3	-1.9
O=C(CSc1nccc(=O)[nH]1)N1CCCc2ccccc21	87	1	-8	3	-3	-9	6	-3	0.3	0.6
COc1cccc(C2CCCCN(C)C2=O)c1 (centres undefined)	nt	-3	-11	4	-6	-6	-2	1	0.2	1.2
Cc1ccc(C(=O)NC2(C(Cl)Cl)N=C(c3ccccc3)N=C2N)cc1 (centres undefined)	103	2	-6	2	-10	-2	-1	?	-0.7	1.4
Cc1cc(C)nc(NCC(O)COc2ccccc2C)n1 (centres undefined)	103	-1	-1	-4	4	4	0	nt	-0.5	-0.7
O=C(Nc1cc(S(=O)(=O)N2CCOCC2)ccc1N1CCOCC1)c1cnccn1	88	-1	-11	-4	17	-1	-3	nt	-0.2	-3.3
CC(C)(C)n1nnnc1CN1CCN(C(c2ccccc2)c2ccccc2)CC1	100	3	1	-3	-18	0	15	nt	1.5	3.2
CCCCC(CCC(=O)Nc1cccc([N+](=O)[O-])c1)C(=O)O (centres undefined)	96	-1	12	-5	20	4	18	-1	-0.3	-3.8
O=C(NC(=S)Nc1ccccc1N1CCCCC1)c1ccccc1	89	2	3	-7	-9	-3	40	-10	0.7	1.2
Cn1cc(S(=O)(=O)N2CCOCC2)cc1C(=O)O	125	-2	4	0	8	-3	-7	0	4.1	-1.5
COc1ccc(C)cc1NC(=O)c1cc(S(=O)(=O)N2CCCC2)cn1C	97	3	-5	-1	6	-1	23	0	0.5	-0.9
Cc1cc(=O)[nH]c(N=N/C(=N/Nc2ccc(O)cc2)c2ccccc2)n1	100	-1	-11	1	17	2	21	nt	0.2	-3.0
COc1cc2c(cc1OC)C(O)C(O)(CO)C(C(=O)O)C2c1cc(OC)c(OC)c(OC)c1 (centres undefined)	93	0	-8	-4	15	-2	5	-4	-0.2	-3.5
Cc1cc(=O)[nH]c(NN=C2CCC(C(C)(C)C)CC2)n1 (centres undefined)	99	-2	-2	0	14	0	-16	5	0.2	-2.6
CCOc1cccc(-c2c(C(=O)N/N=C/c3ccc(C)o3)nnn2-c2nonc2N)c1	93	6	7	-3	12	4	-14	-1	-0.6	-2.3
N/C(=N\c1nc2ccccc2o1)NC(=O)c1ccc([N+](=O)[O-])cc1	103	-3	nt	nt	nt	-2	6	2	0.0	nt
(listing goes on)
SMILES	Pemphigus Ab inh	V-ATPase pHluor	RTF Ca sens inh	cardiac RTF act	OPRM1-OPRD1 inv	Keap1-Nrf2 PPI	Arr AP2 block	Wnt act	LANA DNA inh	OPRM1-OPRD1 ag
COc1ccc(CC(=O)OCC(=O)Nc2ccc(N3CCOCC3)cc2)cc1	102	4	-8	-5	12	0	-3	0	-0.1	-2.3
Cc1c2ccccc2cc(Cc2ccccc2)[n+]1C	110	-1	4	-10	15	-5	2	-1	3.9	-3.0
COCCNC(=O)NC(=O)CN1CCN(C(c2ccccc2)c2ccccc2)CC1	79	-5	-8	2	-9	5	7	-4	-0.7	1.4
Cc1ccc(-c2cc(C(=O)OC3CCOC3=O)c3ccccc3n2)c(C)c1 (centres undefined)	103	-2	-4	0	2	-5	16	1	-5.0	-0.3
O[C@@H]1CN(Cc2ccc(-n3cccn3)cc2)CC[C@H]1N1CCN(c2ccccc2F)CC1	100	0	4	-1	0	0	2	-1	0.3	0.1
COc1ccc(S(N)(=O)=O)cc1C(=O)OCC(=O)N1CCCC(C)C1 (centres undefined)	nt	-4	-1	1	13	1	-8	21	1.2	-3.6

Exported as a markdown table: 3 of the compounds above.
| Molecule | Pemphigus Ab inh | V-ATPase pHluor | RTF Ca sens inh | cardiac RTF act | OPRM1-OPRD1 inv | Keap1-Nrf2 PPI | Arr AP2 block | Wnt act | LANA DNA inh | OPRM1-OPRD1 ag |
| --- | --- | --- | --- | --- | --- | --- | --- | --- | --- | --- |
| COc1ccccc1C1NC(=O)NC(C)=C1C(=O)OC1CCCCC1 (centres undefined) | 97 | -3 | 1 | -6 | 13 | 0 | 8 | -2 | -1.7 | -2.2 |
| CCOC(=O)c1ccc(S(=O)(=O)N2CCN(C(=O)c3nn(C)c(=O)c4ccccc34)CC2)cc1 | 103 | -1 | 3 | 2 | 9 | 3 | 35 | 1 | -1.3 | -1.7 |
| O=C(CCn1cccc1)Nc1nccs1 | 108 | 0 | -3 | 4 | 22 | -1 | 2 | nt | 3.0 | -3.9 |

Screening results (PubChem)
